FEN1 inhibitor: qHTS Assay for the Inhibitors of Human Flap endonuclease 1 (FEN1). Recombinant FEN1 flap cleavage, fluorescence, 15 min. Potency, µM (highest dose often 114 µM), for the others: at the highest dose activity change, negative = inhibition, hits mostly inhibitors. 390,000 compounds, 0.35% hits; note: nearly all actives have a fitted effect of over 65% in size
Target sequence (P39748 whole entry, looked up): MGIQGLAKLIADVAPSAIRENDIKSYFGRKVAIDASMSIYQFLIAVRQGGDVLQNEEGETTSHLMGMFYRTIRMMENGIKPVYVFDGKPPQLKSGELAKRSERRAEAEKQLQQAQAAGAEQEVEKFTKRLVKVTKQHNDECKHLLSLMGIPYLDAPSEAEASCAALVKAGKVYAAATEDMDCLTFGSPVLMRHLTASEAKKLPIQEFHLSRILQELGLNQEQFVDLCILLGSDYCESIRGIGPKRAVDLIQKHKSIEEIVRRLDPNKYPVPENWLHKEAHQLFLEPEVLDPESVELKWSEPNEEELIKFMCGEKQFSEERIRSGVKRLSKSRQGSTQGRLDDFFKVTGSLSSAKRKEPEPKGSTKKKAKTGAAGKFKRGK
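Enzyme 10 nM, 15 min RT preincubation with compound; start with substrate 50 nM final; reads at 0 and 15 min; qHTS titration, four-parameter Hill fit.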
N370S GC: qHTS Assay for Inhibitors and Activators of N370S glucocerebrosidase as a Potential Chaperone Treatment of Gaucher Disease; 330,000 compounds, 0.092% hits; N370S GC spleen homogenate, 4MU-glucoside fluorescence; Potency, µM (titrated, usually from 59.4 µM), for inactives: at the top dose activity change, negative = inhibition, most hits filed as inhibitors; AID 2101, 2009;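 note: 0% = full enzyme activity and -100% = no enzyme basal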
TDP1 inh: qHTS Assay for Inhibitors of Tyrosyl-DNA Phosphodiesterase (TDP1); Tyrosyl-DNA phosphodiesterase 1 (Homo sapiens), Q9NUW8; recombinant TDP1, AlphaScreen DNA substrate cleavage; Potency, µM (top dose mostly 130 µM), inactives show at the top dose activity change, negative = inhibition, most hits filed as inhibitors; 350,000 compounds, 0.28% hits; AID 485290, 2010; note: nearly all actives have a fitted effect of over 40% in size
Target sequence (Q9NUW8 whole entry, looked up): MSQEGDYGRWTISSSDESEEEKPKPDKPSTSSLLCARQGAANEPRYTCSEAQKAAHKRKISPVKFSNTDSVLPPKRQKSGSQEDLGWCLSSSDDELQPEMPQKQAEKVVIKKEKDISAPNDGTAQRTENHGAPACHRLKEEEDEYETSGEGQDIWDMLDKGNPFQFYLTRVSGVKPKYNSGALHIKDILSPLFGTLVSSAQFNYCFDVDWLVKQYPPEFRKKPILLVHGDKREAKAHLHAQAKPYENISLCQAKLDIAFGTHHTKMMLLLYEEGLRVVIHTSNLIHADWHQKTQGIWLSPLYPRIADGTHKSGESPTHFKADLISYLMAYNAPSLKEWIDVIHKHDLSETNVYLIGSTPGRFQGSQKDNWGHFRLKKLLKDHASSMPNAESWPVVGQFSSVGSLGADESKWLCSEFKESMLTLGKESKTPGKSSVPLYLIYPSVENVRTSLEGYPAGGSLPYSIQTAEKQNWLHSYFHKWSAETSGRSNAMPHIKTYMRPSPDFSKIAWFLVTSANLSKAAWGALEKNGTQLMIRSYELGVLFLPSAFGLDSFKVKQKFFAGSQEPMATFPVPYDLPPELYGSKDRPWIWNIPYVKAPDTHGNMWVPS
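Recombinant human Tdp1 (E. coli-expressed, 1 nM final) preincubated with compounds 15 min at room temperature, then 5'-biotin/3'-phosphotyrosine-FITC DNA substrate (15 nM final) added for 5 min. AlphaScreen beads (10 ug/ml final) added 10 min; cleavage lowers signal.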
* = called active by the depositor; ? = inconclusive; . = no result given; & = joins results of further samples; ! = a repeat was not active; [ ] = remark or other dose. Calls come from the whole dose curve; as a rule, active = well fitted curve in the direction sought with a large enough effect; inconclusive = small, poorly fitted or top-dose-only effect, or another doubt; inactive = no such curve, though single readings can be large; an effect the other way counts as inactive or inconclusive. Unless noted, % is set by controls: 0 for no effect and ±100 for the full control effect; potency is the fitted concentration of half-maximal effect.

FEN1 inhibitor,N370S GC,TDP1 inh,Molecule
-5.8%,9.0%,7.1%,CCCn1c(NC(=O)C23CC4CC(CC(O)(C4)C2)C3)nc2ccccc21
-3.0%,4.6%,0.0%,CCC(C)(C)n1nnnc1CN(Cc1ccco1)Cc1cc2cc3c(cc2[nH]c1=O)OCO3
13.3%,0.0%,3.2%,Cc1ccc(S(=O)(=O)NCC(=O)NCC2CCCCC2)cc1C
9.3%,2.5%,.,Cc1nn(C)cc1/C=N/NC(=O)CSc1ccccn1
0.6%,2.7%,2.2%,O=C(CCN1C(=O)c2ccccc2C1=O)N1CCCCCC1
3.1%,.,2.2%,O=C(c1cc2ccccc2o1)N1CCN(c2ncccn2)CC1
9.7%,1.8%,4.6%,COc1ccc(-c2ccc(CCC(=O)O)n2CC(=O)Nc2cccc(OC)c2)cc1
0.7%,13.1%,2.8%[56.1 µM],CC(C)Sc1oc(-c2ccco2)nc1S(=O)(=O)c1ccccc1
-3.1%,-14.5%,-2.6%,CCOC(=O)N1CCC(N2CCCC(CO)(Cc3ccccc3C)C2)CC1 (stereo not given)
16.8%,2.4%,-1.2%,O=C(NCCOc1ccccc1)C(=O)NCC1CCCO1 (stereo not given)
-0.7%,2.5%,0.0%,Cc1nc(NC(=O)CCCC(=O)Nc2nc(C)c(C)s2)sc1C
21.4%,.,0.0%,CCOc1ccc(NC(=O)CCS(=O)(=O)c2cc3c4c(c2)CCN4C(=O)CC3)cc1
-4.8%,0.9%,.,COc1ccc(Br)cc1CN1CCCCCCC1
-1.4%,4.9%,0.0%,CCCCOc1ccc(CC(=O)NCC(=O)O)cc1
-18.0%,16.8%,5.8%,COc1ccc(OC)c(NC(=O)c2ccccc2N(C)S(=O)(=O)c2ccc(C)cc2)c1
5.3%,25.7%,3.1%,COC(=O)N/N=C/c1cccnc1
11.6%,2.0%,3.6%,Cc1nc2cc(-c3cccs3)nn2c(NCC(C)(C)CN(C)C)c1C
-18.5%,.,-5.3%,CN(Cc1ccccc1)C(=O)CSc1nc(-c2ccc(F)cc2)cc(C(F)(F)F)n1
-0.2%,14.7%,.,CCCCCc1cccnc1
5.2%,-1.7%,4.7%,CC(C)Cn1c(=O)c(C(=O)Nc2cnccn2)c(O)c2ccccc21
14.6%,3.2%,2.7%,COc1ccccc1/C=C/C(=O)OCC(=O)NCc1ccco1
0.6%,2.0%,4.0%[56.1 µM],COc1ccc(NC2CCCN(C(=O)c3ccccc3N3CCOCC3)C2)cc1OC (stereo not given)
4.6%,3.7%,2.1%,CCOC(=O)c1ccc(NC(=O)C(C)N2C(=O)c3ccccc3C2=O)cc1 (stereo not given)
0.1%,-1.1%,0.0%,COc1ccc(-c2c(C(C)=O)c(C)nc3sc4c(=O)n(-c5ccc(C)cc5)nnc4c23)cc1
-5.6%,.,5.4%,CCOc1ccc(CNC(=O)Cn2nc(C)c3nn(-c4ccc(Cl)cc4)c(C)c3c2=O)cc1
-7.5%,-0.9%,.,CC(Sc1ncnc2sc(-c3ccccc3)cc12)C(N)=O (stereo not given)
-0.5%,.,0.7%,O=C1CCc2cc(S(=O)(=O)NCc3ccccc3Cl)ccc2N1
-19.1%,-21.4%,2.8%,O=C(COc1ccc2c(c1)CCC2)N1CCN(c2cccc(C(F)(F)F)c2)CC1
3.8%,5.6%,0.0%,CCC(C)(C)n1nnnc1C(c1cc2cc3c(cc2[nH]c1=O)OCO3)N1CCCCC1 (stereo not given)
-21.5%,29.0%,20µM*!,CC(C)=CCC/C(C)=C/COc1c2occc2cc2ccc(=O)oc12

4 entries from above, with values under each structure.
Results follow in this order: FEN1 inhibitor	N370S GC	TDP1 inh
- CCOc1ccc(CNC(=O)Cn2nc(C)c3nn(-c4ccc(Cl)cc4)c(C)c3c2=O)cc1
    -5.6%	.	5.4%
- CC(Sc1ncnc2sc(-c3ccccc3)cc12)C(N)=O (stereo not given)
    -7.5%	-0.9%	.
- O=C1CCc2cc(S(=O)(=O)NCc3ccccc3Cl)ccc2N1
    -0.5%	.	0.7%
- O=C(COc1ccc2c(c1)CCC2)N1CCN(c2cccc(C(F)(F)F)c2)CC1
    -19.1%	-21.4%	2.8%

Marked active in TDP1 inh, among the entries above:
FEN1 inhibitor,N370S GC,TDP1 inh,Molecule
-21.5%,29.0%,20µM*!,CC(C)=CCC/C(C)=C/COc1c2occc2cc2ccc(=O)oc12

The listing continues.
FEN1 inhibitor,N370S GC,TDP1 inh,Molecule
-4.7%,2.7%&8.2%&-19.6%,-2.5%[56.1 µM],CN[C@H](CC(=O)O)C(=O)O
-1.7%,2.6%,0.0%,O=c1[nH]nc(SCc2ccccc2)c(=O)[nH]1
2.7%,-0.1%,-1.0%,O=C1CC(c2cccc(Br)c2)C2=C(CCCC2=O)N1 (stereo not given)
-2.2%,-3.3%,-6.1%[0.505 µM],CC(=O)c1c(C)[nH]c(C(=O)CN2C(=O)NC(C)(c3ccc4c(c3)OCCO4)C2=O)c1C (stereo not given)
-24.4%,1.4%,.,CCOC(=O)[C@@H]1[C@H]2COc3ccc(Br)cc3[C@@H]2N2C(=O)N(c3ccccc3)C(=O)[C@]12C
1.8%,23.4%,3.9%,O=C(COC(=O)c1ccc(Cl)s1)c1cc2ccccc2o1
11.9%,1.1%,.,COc1ccc(NC(=O)c2cc(-c3cc(C)c(C)cc3O)n[nH]2)c(OC)c1
3.9%,9.4%,5.1%,CC(NC(=O)c1cc2ccccc2o1)c1cccs1 (stereo not given)
15.8µM*,10.4%,9.3%,Nc1ccccc1SC(C[N+](=O)[O-])c1ccccc1 (stereo not given)
1.2%,-9.4%,.,CC(C)CNC(=O)COC(=O)C1c2ccccc2Oc2ccccc21
-4.1%,0.8%,-6.3%,CCc1ccccc1Nc1nc(N)nc(COC(=O)C2CCN(C(=O)c3ccc(F)cc3)CC2)n1
-0.1%,0.3%,3.6%,CC(C)NC(=O)C1CCCN(S(=O)(=O)c2ccc(-n3cnnn3)cc2)C1 (stereo not given)
-3.3%,.,8.6%,CCN1C(=O)C2(c3ccccc31)c1c(oc3ccccc3c1=O)C(=O)N2CCOC (stereo not given)
-21.0%,-9.7%,6.8%,Cc1cc(NC(=O)c2cc3cccc([N+](=O)[O-])c3[nH]2)ccc1F
-0.5%,.,5.7%,Cc1cccc(-n2c(=O)c3c4c(sc3n3c(C)nnc23)CCCC4)c1
-10.7%,-6.0%,.,CCOc1cccc(CNCCCSc2ncccn2)c1
-0.5%,0.2%,3.7%,COc1ccc(N2CCN(c3ncnc4scc(-c5ccc(C)cc5)c34)CC2)cc1
7.0%,-4.0%,10.1%,O=C(NC1CC2CCCC(C1)N2C(=O)Nc1ccccc1)C1CC1 (stereo not given)
-4.8%,.,2.7%,Cc1ccc(C(=O)N2CCC(C(N)=O)CC2)cc1NC(=O)c1nsc2ccccc12
31.1%[activator][57.1 µM],?,5.1%[56.1 µM],COc1cc2nc(N(C)CCCNC(=O)C3CCCO3)nc(N)c2cc1OC (stereo not given)
-19.8%,7.4%[2.35 µM],2.0%,CCCCn1c(=O)[nH]c(=O)c2c1nc(COC(=O)c1c(C)noc1C)n2CCC
10.3%,.,13.0%,COc1ccccc1N1CCN(S(=O)(=O)c2cc(C(=O)Nc3ccc(Oc4ccccc4)cc3)ccc2F)CC1
-1.5%,4.1%,0.0%,CCc1ccc(/C=C/C(=O)c2c(C)cc(C)[nH]c2=O)cc1
-2.5%,-5.8%,1.6%,CC(=O)Oc1ccc(C(=O)NCCc2ccccc2)cc1
14.2%,-19.6%&-3.5%,11.2%&8.2%,COc1ccc(COc2cc(-c3cccc(OC)c3)nc3ccc(NC(=O)c4ccc(C)cc4)cc23)cc1
-17.7%,1.2%,-1.3%,Cc1ccc(/C=N/NC(=O)CNC(=O)c2cccs2)o1
3.0%,-1.9%,6.6%,COC(=O)c1ccc(N(CC(=O)NCC2CCCO2)C(=O)CCC(=O)Nc2cc(C)on2)cc1 (stereo not given)
5.5%,-5.0%,.,COc1ccc(N(C)S(=O)(=O)c2cccc(C(=O)NCC(c3cccs3)N(C)C)c2)cc1 (stereo not given)
15.2%,.,0.1%,Cc1nnc(SCC(=O)c2c[nH]c3ccccc23)n1C1CC1
-9.0%,-9.0%,4.9%,O=C(CN1CCN(Cc2ccccc2Cl)C1=O)NCC1CCCO1 (stereo not given)

Entries of single compounds from above:
Results for CC(=O)Oc1ccc(C(=O)NCCc2ccccc2)cc1 → FEN1 inhibitor: -2.5%; N370S GC: -5.8%; TDP1 inh: 1.6%
Results for O=C(CN1CCN(Cc2ccccc2Cl)C1=O)NCC1CCCO1 (stereo not given) → FEN1 inhibitor: -9.0%; N370S GC: -9.0%; TDP1 inh: 4.9%

(further entries)
FEN1 inhibitor,N370S GC,TDP1 inh,Molecule
?,-5.6%,.,COc1ccc(-n2cccc2/C=C2\C(=N)N3N=C(c4ccco4)SC3=NC2=O)cc1
-11.7%,5.6%,4.9%,Cn1c(=O)[nH]c(=O)c2c1nc(CN1CCN(c3ccc(F)cc3)CC1)n2CCc1ccccc1
0.9%,-19.6%,-9.1%,CC(C)C(C)NC(=O)COC(=O)C1CCN(S(=O)(=O)c2ccc3c(c2)OCCO3)CC1 (stereo not given)
-15.7%,5.6%,2.6%,O=C1c2ccccc2C(=O)N1n1cccc1
9.6%,18.6%,9.1%,COc1ccc(C/C(O)=C(\C#N)c2nc3ccccc3s2)cc1
-7.4%,.,5.2%,COc1ccccc1CCNC(=O)C(=O)NCC(c1cccs1)S(=O)(=O)c1cccs1 (stereo not given)
-4.0%,.,7.1%,Cc1cc(=O)n(Cc2ccc(Br)cc2F)c2c1c(C)nn2-c1ccccc1
-10.2%,.,0.5%,Nc1ccn(CC(=O)NCCNc2ccc([N+](=O)[O-])cn2)c(=O)n1
7.1%,-1.7%,3.0%,Cc1cc(C(=O)COC(=O)c2cccn2C)c(C)n1Cc1ccco1
-1.3%,0.5%,4.0%,Cc1csc(NC(=O)C2COc3ccccc3O2)n1 (stereo not given)
-18.4%,?,8.6%,Cc1cc(C)c(Cn2c3ccccc3c3cnn(CC(=O)NCCN4CCOCC4)c(=O)c32)c(C)c1
5.0%,-0.3%,.,O=C(Cc1ccc(Cl)cc1)N1CCOCC1
-7.8%,.,5.6%,CC(=O)c1ccc(NC(=O)c2ccc(-c3nc(CSc4ccc(C)cc4)c(C)o3)cc2)cc1
.,-4.9%,1.9%,COc1cccc([C@@H]2Oc3ccc(Br)cc3C(=O)[C@H]2OC(=O)NCc2ccco2)c1
-2.5%,-0.9%,25.1µM*,CC(=O)NC1C(=O)N=C(SCC(=O)NCc2ccccc2)NC1=O (stereo not given)
14.3%,.,2.8%,CC1CN(S(=O)(=O)c2ccc3c(c2)NC(=O)CC(=O)N3)c2ccccc2O1 (stereo not given)
-10.3%,-16.2%,3.1%,O=C(O)CC(SCC(=O)Nc1ccc(Br)cc1)C(=O)O (stereo not given)
-6.4%,4.3%,6.6%,COc1cccc(C2=CC(c3cccc(OC)c3OC)n3nnnc3N2)c1 (stereo not given)
0.6%,1.0%,.,COc1cccc(C(C(=O)NC2CCCCC2)N(Cc2ccco2)C(=O)c2ccccn2)c1 (stereo not given)
-0.3%,-4.4%,4.5%,COc1cccc(CNS(=O)(=O)c2c(C)[nH]c(C)c2C(=O)N2CCCC2)c1
10.8%,1.9%,4.2%,O=C(NCC(=O)N(Cc1ccco1)C(C(=O)NC1CCCCC1)c1cccnc1)c1ccco1 (stereo not given)
2.0%,-14.0%,1.0%,COc1ccc(Cl)cc1NC(=S)N1CCN(c2ccccn2)CC1
-1.7%,1.0%,5.8%,CCOC(=O)c1sc(NC(=O)CC(C)c2ccccc2)nc1C (stereo not given)
-11.1%,-3.7%,1.9%,CCOC(=O)N1CCN(C(=O)/C(=C/c2ccc(Br)cc2)NC(=O)c2ccc(OC)cc2)CC1
-4.5%,12.6%,-3.1%,Cc1ccc(C(CCN(Cc2ccccc2)C(=O)c2ccco2)c2ccco2)cc1 (stereo not given)
8.2%,-0.4%,.,CCn1c(SCC(=O)Nc2ccccc2F)nnc1-c1ccoc1C
-5.5%,9.7%,5.3%,Cc1cccc(NC(=S)NNC(=O)c2csc(C)c2)c1
9.4%,-11.5%,5.9%,CCOC(=O)C(Cc1ccc(NC(=O)/C(=C/c2ccc(OC(C)=O)cc2)NC(C)=O)cc1)N1C(=O)c2ccccc2C1=O (stereo not given)
0.2%,-1.5%,4.5%,CCN(CC)CCNC(=O)C(=O)Nc1cc2c3c(c1)CCC(=O)N3CCC2
2.0%,.,5.4%,COc1ccccc1CNC(=O)c1ccccc1NC(=O)c1nsc2ccccc12
-6.3%,.,-7.7%,Cc1ccc(NC(=O)CCCn2c(=O)c3cccn3c3cccnc32)c(C)c1

Compound activity: PubChem, National Center for Advancing Translational Sciences (NCATS)
